Screening data: PubChem BioAssay, several laboratories
Fh CTSL1 inh: blocks F. hepatica cathepsin L1 in PFM18AAP counter-screen | actives 0.49% (n = 300,000) | AID 1906 | recombinant F. hepatica cathepsin L1, Z-Leu-Arg-MCA fluorescence | inhibition, % at 5.96 µM;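 active = inhibition above the mean of all tested compounds plus 3 SD, set per screening campaign, cut at about 17% in these data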;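 note: 0% = plate median of test compound wells and 100% = 1 µM Z-Phe-Ala-diazomethylketone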
CR mimetic SO: lowers age-related superoxide in aged yeast cells. superoxide response (% of plate mean), % at 10 µM. actives 0.18% (n = 330,000). S. cerevisiae aged cells, superoxide DHE fluorescence; hits give low values;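 active = superoxide response under a set limit, about three screen SD below normal, cut at about 65% in these data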;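 note: yeast aged for seven days with compound at 30 °C before DHE staining; 100% = average MFI of all compound-treated wells on the plate with controls excluded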
HCV core dimer: blocks dimerization of HCV core protein. actives 0.33% (n = 300,000). AID 1899. TR-FRET GST/Flag-core106 dimerization, 1536-well. inhibition, % at 5 µM;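 active = inhibition above the mean of all tested compounds plus 3 SD, set per screening campaign, cut at about 45% in these data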
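System: GST-tagged and Flag-tagged HCV core protein residues 1-106 / Input: core106 proteins, GST 13.5 nM and Flag 17 nM / Buffer or medium: KF-containing HEPES buffer, pH 7.45, DTT, CHAPS, BSA / Probe or stimulus: Eu-anti-GST and XL665-anti-Flag labelled anti-tag antibodies / Schedule: 4 h, 22.5 °C incubation / Technique: TR-FRET 671 and 617 nm emission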
PP1 inh: blocks human PP1-alpha phosphatase, a PP5 counter-screen. actives 0.9% (n = 320,000). inhibition, % at 6.7 µM. purified PP1alpha, OMFP fluorescence. AID 2235;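 active = inhibition above the mean inhibition of all tested compounds plus 3 SD, computed separately for each screening campaign, cut at about 15% in these data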
Target sequence (P62136 whole entry, looked up): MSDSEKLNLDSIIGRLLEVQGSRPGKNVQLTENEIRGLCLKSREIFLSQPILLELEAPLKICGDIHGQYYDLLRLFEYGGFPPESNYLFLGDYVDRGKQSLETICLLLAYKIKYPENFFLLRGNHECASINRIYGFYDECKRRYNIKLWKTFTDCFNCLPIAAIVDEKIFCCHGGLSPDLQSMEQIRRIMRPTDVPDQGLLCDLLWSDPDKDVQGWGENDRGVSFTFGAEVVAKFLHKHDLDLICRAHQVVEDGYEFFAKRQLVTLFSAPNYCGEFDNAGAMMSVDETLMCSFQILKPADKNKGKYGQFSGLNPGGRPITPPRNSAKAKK
PP5 inh: blocks human protein phosphatase 5 activity; P53041; purified PP5c, OMFP substrate fluorescence; inhibition, % at 6.7 µM; actives 0.18% (n = 320,000);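 active = inhibition above the campaign's mean inhibition across all tested compounds plus 3 SD, cut at about 9.5% in these data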;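 note: 0% = DMSO only and 100% = 100 µM cantharidin control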
EBNA-1 inh: blocks EBNA-1 binding to DNA; EBNA-1 DNA binding, fluorescence polarization; inhibition, % at 14.8 µM; actives 0.34% (n = 300,000); in the data active = inhibition above about 28%
TPT1 inhibitor: C. albicans TPT1 enzyme inhibition; inhibition, % at 5 µM; recombinant caTPT1, FP RNA substrate dephosphorylation; actives 0.81% (n = 300,000);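 active = inhibition above the mean of all tested compounds plus 3 SD, set per screening campaign, cut at about 24% in these data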;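 note: plate controls were DMSO alone for no effect and ferristatin control at 100 nM for full effect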
JMJD2C inh: human JMJD2C demethylase inhibition | Q9H3R0 | GST-JMJD2C(1-420) H3K9me3 demethylation, DELFIA europium | inhibition, % at 2.35 µM | actives 0.069% (n = 330,000) | AID 2099;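 active = more than half of a compound's replicate wells show inhibition beyond 50%, single wells judged on their own value; inconclusive = some, but no more than half, of replicates pass 50% inhibition; inactive = no replicate passes 50% inhibition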;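 note: signal counts dimethyl H3K9 product captured on neutravidin plate; 0% = median of DMSO wells and 100% = 0.3 times that DMSO median; strong numbers were not always called active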
ZTA DNA inh: counter-screen for EBNA-1 inhibitors: inhibitors of Epstein-Barr virus ZTA. P03206. ZTA-DNA binding, fluorescence polarization. inhibition, % at 11 µM. actives 0.15% (n = 320,000); in the data active = inhibition above about 33%
Target sequence (P03206 whole entry, looked up): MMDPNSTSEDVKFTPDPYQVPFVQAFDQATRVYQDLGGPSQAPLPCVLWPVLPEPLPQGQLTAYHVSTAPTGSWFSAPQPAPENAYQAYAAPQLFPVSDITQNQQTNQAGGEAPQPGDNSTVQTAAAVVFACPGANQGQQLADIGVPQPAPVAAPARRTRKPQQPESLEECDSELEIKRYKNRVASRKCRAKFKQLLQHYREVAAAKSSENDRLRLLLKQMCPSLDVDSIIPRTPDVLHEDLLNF
* marks the source's active call; other numbers are inactive results; ? = inconclusive; . = not tested or not shown; & = joins results of further samples. Outcome played no part in choosing rows, and some 3.1% of all compounds hit somewhere here.

SMILES	Fh CTSL1 inh	CR mimetic SO	HCV core dimer	PP1 inh	PP5 inh	EBNA-1 inh	TPT1 inhibitor	JMJD2C inh	ZTA DNA inh
CCN(CC)S(=O)(=O)c1ccc(N2CCOCC2)c(NS(=O)(=O)c2cc(C(C)(C)C)ccc2C)c1	6	98	15	3	3.3	2	-4	-2	14
CC(=O)Nc1ccc(NC(=O)C2CCN(C(=O)c3cccs3)CC2)cc1	-14	125	-16	-6	4.2	-7	-4	38	-20
COC(=O)NCC(c1cccnc1)N1CCN(c2ccccc2OC)CC1 (centres undefined)	-3	98	1	-3	-1.5	7	-1	-4	12
Cc1ccc2cc(/C=N/NC(=O)c3ccccc3O)c(Cl)nc2c1	4	97	-3	-1	1.9	0	-3	2	-9
CCN(C(=O)c1cc2ccccc2oc1=O)c1ccccc1	1	101	0	-3	4.0	-11	-2	-2	-4
Cc1ccc(S(=O)(=O)N(C)CCCC(=O)Nc2cccc3ccccc23)cc1	-6	117	0	0	4.1	-3	2	6	-3
COc1ccccc1N(CC(=O)NCCc1ccccc1)C(=O)CCC(=O)Nc1cc(C)ccn1	9	105	11	3	1.0	3	-3	-6	6
O=C(CCc1nc2ccccc2s1)OCC(=O)N1CCN(C(=O)c2ccco2)CC1	-57	105	2	0	1.8	-2	-5	1&6	-4
CN1C/C(=C\c2ccc(N3CCOCC3)cc2)C(=O)/C(=C/c2ccc(N3CCOCC3)cc2)C1	-2	97	3	-3	2.2	-4	63*	-5	-5
CCn1cc(NC(=O)Nc2ccc(OC)c(OC)c2)c(C(N)=O)n1	-4	97	-7	-5	0.9	4	0	0	-7
CN(C)c1nc(F)c(F)c(S(=O)(=O)c2ccccc2)c1F	6	99	-2	3	-2.2	6	-2	-6	1
O=C(O)CN(Cc1ccco1)S(=O)(=O)c1ccc(F)cc1	6	102	1	-1	-0.6	10	0	-12	16
Cc1ccc(OCC(=O)c2c(N)n(C)c(=O)n(C)c2=O)c([N+](=O)[O-])n1	.	100	.	-3	4.3	.	.	10	-37
CC(=O)NC12CC3CC(C1)CC(C(=O)N(C)CC(=O)Nc1ccc(F)c(F)c1F)(C3)C2	.	109	.	-1	2.9	.	.	7	-7
CN1CCc2cccc3c2[C@H]1Cc1ccc(O)c(O)c1-3	-6&-6	145&97&105	-11&-10	1&4	1.2&-2.4	-5&8	-2&-6	?	-1&-7
Nc1nc(N2CCOCC2)nc(N(c2ccccc2)c2ccccc2)n1	-5	92	-9	-2	1.6	-1	-4	8	1
CCn1c(CSc2ncn[nH]2)nc2cc(C(=O)O)ccc21	-2	108	-4	-3	-1.2	6	-6	0	-11
O=C(C1CCCO1)N1CCN(C(=S)Nc2cccc(F)c2)CC1 (centres undefined)	-1	110	-2	-6	0.9	-2	-1	-1	6
O=c1[nH]c(-c2ccccc2)c(-c2ccccc2)nc1[N+](=O)[O-]	-5	99	2	-1	0.9	-11	3	-16	-8
N#Cc1cccc(C(c2nnnn2CCc2ccccc2)N2CCN(C3CCCCC3)CC2)c1 (centres undefined)	1	86	-10	-1	1.8	-7	-1	-6	-17
O=C(CSC1CC(=O)N(CCc2ccccc2)C1=O)Nc1ccc(Br)cc1 (centres undefined)	3	94	2	5	2.0	5	-6	1	9
Cc1ccc(-c2nc(CS(=O)CC(=O)NCc3ccccn3)c(C)o2)cc1 (centres undefined)	6	102	1	-3	-1.4	-4	3	2	11
CCCn1c(NC(=O)CN2C(=O)NC3(CCCCC3)C2=O)nc2ccccc21	0	101	1	0	-0.2	1	1	-4	17
O=C(Nc1ccc(N2CCOCC2)cc1)C1CC1	-1	100	-3	0	1.5	8	-3	-10	-7
O=C(Nc1ccc(N2CCCC2=O)cc1)c1cccc(F)c1	-1	102	-1	1	3.0	-5	-1	8	-9
O=C(N[C@@H](Cc1ccccc1)C(=O)N[C@@H](Cc1ccccc1)C(=O)O)OCc1ccccc1	-3	104	4	-2	0.8	-11	1	14	0
CCC(=O)Nc1cccc2cccnc12	-6	113	5	2	1.2	-2	4	0	-5
Cc1cc(C)c(C)c(OCCCn2ccnc2)c1	0	102	7	-2	2.8	5	0	1	3
O=C1CSC(c2ccccn2)N1c1ccc2ccccc2c1 (centres undefined)	0	122	-3	1	-2.9	-8	1	-15	-8
CNC(=O)C(=O)Nc1c(C)cc(C)cc1C	-3	73	3	-4	-0.8	-4	1	-2	1
COC(=O)c1ccc(CNC(=O)COC(=O)CCN2C(=O)C3CC=CCC3C2=O)cc1 (centres undefined)	3	96	-1	-6	-0.2	-3	-3	7	-3
O=C(OCc1ccc(Br)cc1)c1ccncc1	2	102	-4	1	2.5	-4	0	3	-6
COC(=O)c1ccc(-c2ncc[nH]2)cc1	0	95	-1	-1	-2.7	-13	-2	-1	-9
Cn1c(-c2ccc(C=O)s2)nc2c3ccccc3c3ccccc3c21	-6	89	-58	4	1.3	15	34*	-8	-5
COc1cccc(NC(=O)c2c(C)cc(C)cc2CC(C)(C)C(=O)O)c1	1	91	-10	5	0.8	-1	-3	8	-16
CSc1nsc(SCC(=O)Nc2ccccc2F)n1	0	96	-14	-1	1.4	3	-3	-7	-1
Cc1ccn2c(=O)nc(SCC(=O)NCc3ccccc3)nc2c1	-1	91	13	5	0.7	5	2	-2	-14
COc1ccc(CC(=O)NCC(c2ccc(OC)cc2)N(C)C)cc1 (centres undefined)	-4	90	-2	-3	-0.4	12	-2	-29	4
CCN=C1SC(C(N)=O)CC(=O)N1CC (centres undefined)	-2	99	1	0	1.0	4	-3	3	6
C=CCN1C(=O)C(Cc2cccc(Cl)c2)S/C1=N/N=C/c1ccco1 (centres undefined)	3	109	0	6	0.4	9	0	-23	3
C/C(=N\NC(=O)Cc1ccccc1)c1ccc(Br)s1	2	100	1	-1	2.8	0	-1	-1	-1
CN(C)S(=O)(=O)c1cccc(-c2cn3cccnc3n2)c1	2	98	0	-3	-2.1	10	-2	4	7
Cc1ccsc1/C=C1/CN(C)Cc2c1nc1ccccc1c2C(=O)O	3	93	-5	-1	-1.1	6	-2	-1	-3
CCOc1ccccc1NC(=O)C1CC2CCCC(C1)C2=O (centres undefined)	8	86	-2	-2	-1.8	4	-1	6	9
Cc1occc1C(=O)NCc1ccccc1	-2	105	1	-4	1.0	-3	-1	5	9
O=C1Nc2cc(C(=O)N3CCOCC3)ccc2SC1N1CCOCC1 (centres undefined)	-1	97	-5	0	-0.7	-17	0	6	7
Cc1cccc(OCCCC(=O)Nc2ccc(S(=O)(=O)Nc3nccs3)cc2)c1C	2	97	9	-1	5.7	5	1	4	3
O=C(COc1ccccc1)Nc1nn[nH]n1	-4	107	2	-2	2.1	-1	-1	-12	-1
COc1cccc(NC(=O)c2cc3cccc(OC)c3o/c2=N\O)c1	0	83	-23	-7	1.3	-4	0	-6	15
CCc1ccc2c(CN3CCC(C(=O)OC)CC3)cc(=O)oc2c1	-3	104	12	-2	1.3	-5	0	-14	-7
COc1ccccc1N1CCN(Cc2cccc(OC)c2OC)CC1	0	107	-6	-1	-1.2	8	-4	5	-12
CCc1nnc(NC(=O)c2cccc(S(=O)(=O)N(C)c3ccc(OC)cc3)c2)s1	5	102	-8	6	3.3	-10	-3	5	-7
